Compound activity from PubChem.
mlh1 rad18 – NCI yeast anticancer drug screen, S. cerevisiae mlh1 rad18 strain; growth inhibition, % at 50 µM; 79,000 tested, 11% active; AID 175;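 further: 0% = growth of vehicle-only cultures of the same strain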
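Test agents were incubated with a yeast strain of defined genotype (DNA damage repair defect). Inhibition of growth was derived by comparison with vehicle-exposed cultures.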
yeast cln2 rad14 – NCI yeast anticancer drug screen, S. cerevisiae cln2 rad14 strain. growth inhibition, % at 50 µM. 78,000 tested, 8.3% active;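 further: 0% = growth of vehicle-only cultures of the same strain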
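Strain: cln2 rad14 yeast, altered in cell cycle control and DNA damage repair. Read-out: growth inhibition vs vehicle.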
bub3 – NCI yeast anticancer drug screen, S. cerevisiae bub3 mutant strain; % growth inhibition at 50 µM; 78,000 tested, 9.9% active; AID 167;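 further: 0% = growth of vehicle-only cultures of the same strain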
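Mutant yeast screening strain plus compound; vehicle-treated cultures serve as the 0% inhibition reference.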
sgs1 mgt1 – NCI yeast anticancer drug screen, S. cerevisiae sgs1 mgt1 strain. % growth inhibition at 50 µM. 78,000 tested, 10% active. AID 161;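 further: 0% = growth of vehicle-only cultures of the same strain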
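Percent growth inhibition was derived by comparing compound-exposed mutant yeast with vehicle-exposed cultures. The strain carries alterations in DNA damage repair.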
yeast mec2-1 – NCI yeast anticancer drug screen, S. cerevisiae mec2-1 strain. growth inhibition, % at 50 µM. 79,000 tested, 9% active. AID 157;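 further: 0% = growth of vehicle-only cultures of the same strain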
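Strain: mec2-1 (DNA repair/cell cycle alteration). Compound exposure, then growth measured; inhibition expressed relative to vehicle.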
rad50 – NCI yeast anticancer drug screen, S. cerevisiae rad50 strain; growth inhibition, % at 50 µM; 79,000 tested, 10% active;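 further: 0% = growth of vehicle-only cultures of the same strain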
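A DNA repair-deficient yeast mutant serves as the test organism; compound-induced growth inhibition is calculated against vehicle-treated cells.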
Active calls of the source: *; & = joins results of further samples. No stated cut-off is given here; in the data, active means growth inhibition above about 70%; inactive means the rest.

SMILES | mlh1 rad18 | yeast cln2 rad14 | bub3 | sgs1 mgt1 | yeast mec2-1 | rad50
CC(C)C(=O)N1Cc2cc(Cl)cc(Cl)c2OC(=O)c2ccccc21 | 58 | 49 | 53 | 44 | 36 | 71*
CC(C)c1ccc2c(c1)C(C)(C)CCC2(C)C | -20 | -17 | -18 | -18 | -29 | -29
OCC(O)COCCCCCCCCCCCCCC1C=CCC1 (centres undefined) | -31 | -4 | -24 | -35 | -43 | -36
COC(=O)C1=C/N(C2CCCCC2)C(=O)c2ccccc2/C(c2ccccc2)=C\1C(=O)OC | -3 | 10 | 0 | -21 | -12 | 11
CCCCC(O)CCC (centres undefined) | -34 | 5 | -49 | -25 | -52 | -30
CCOC(CN(N=O)c1ccccc1C(C)C)OCC | -4 | -22 | 4 | 7 | 9 | -4
CCNc1cc(SC)nc(N)n1 | -22 | -4 | -23 | -8 | 37 | 1
CC(=O)NN1C(=O)Cc2ccccc2C1C(N)=O (centres undefined) | -8 | -21 | 3 | -2 | 1 | 2
CC(=O)N(C1=C(Cl)C(=O)c2ccccc2C1=O)c1ccc(C)cc1 | 100* | 94* | 96* | 100* | 100* | 100*
Cc1cccc(/C=C2\CCCc3ccccc3C2=O)c1 | 60 | 18 | 67 | 65 | 26 | 58
CCCCCCC(O)C/C=C/CCCCCC/C(C(=O)OC)=C(/O)C(=O)OCC (centres undefined) | 1 | -28 | -7 | 12 | -3 | 3
Cc1ccc(Oc2cc(C)ccc2P(=O)(O)O)cc1 | 23 | 26 | -24 | 22 | 1 | 6
CCOC(OCC)C(=O)c1ccccc1 | 25 | 9 | 6 | -4 | -20 | 0
O=[N+]([O-])c1ccc(N=N/C(=N\Nc2ccccc2)c2nc3ccccc3[nH]2)c([N+](=O)[O-])c1 | 15 | 20 | -4 | -7 | -5 | 7
CC(C)(C)NCC1CCCC1 | -4 | -23 | -11 | 2 | -2 | 1
CC(=O)Oc1ccc2c3c4nc5ccccc5nc4cc(OC(C)=O)c3n(C)c2c1 | 35 | 12 | 2 | 11 | 14 | 30
COc1ccc(-c2cc(=O)c3c(C)ccnc3[nH]2)cc1 | 81* | 66 | 82* | 82* | 83* | 87*
CC(=O)CCC(=O)CC(=O)CCC(=O)Nc1cc(Cl)ccc1Cl | 6 | 31 | 2 | 20 | 24 | 15
COC(=O)/C=C(\C)CC/C=C(\C)CCC(O)C(C)(C)O (centres undefined) | -11 | -7 | -29 | -18 | 1 | -5
Cn1c(=O)c2c(nc(Br)n2CC(=O)CF)n(C)c1=O | 20 | -24 | 8 | -4 | 11 | 13
CC(=O)OCCOCn1cc(C)[n+]([O-])nc1=O | 9 | -22 | 9 | 10 | 18 | -3
Cc1cc(C)cc(CSCc2c(CSCc3cc(C)cc(C)c3)c(CSCc3cc(C)cc(C)c3)c(CSCc3cc(C)cc(C)c3)c(CSCc3cc(C)cc(C)c3)c2CSCc2cc(C)cc(C)c2)c1 | 4 | -22 | 1 | -6 | -3 | -6
CCOC(=O)N1CCN(c2ccc(Cl)cc2)CC1 | -7 | 10 | -4 | -13 | -5 | 2
CN1C(=O)N(C)[C@@H]2CC(=O)c3ccc(C(F)(F)F)cc3N2C1=O | 26 | 10 | 1 | 7 | 2 | 8
NC(=O)NNC/C(Cl)=C(\Cl)C(=O)O | 3 | 17 | 6 | 9 | -19 | -2

Next section (two carried over from the part before).
SMILES | mlh1 rad18 | yeast cln2 rad14 | bub3 | sgs1 mgt1 | yeast mec2-1 | rad50
CN1C(=O)N(C)[C@@H]2CC(=O)c3ccc(C(F)(F)F)cc3N2C1=O | 26 | 10 | 1 | 7 | 2 | 8
NC(=O)NNC/C(Cl)=C(\Cl)C(=O)O | 3 | 17 | 6 | 9 | -19 | -2
CCCCCCN(CCCCCC)CCCC(O)c1cccc2ccccc12 (centres undefined) | 99* | 99* | 97* | 99* | 99* | 99*
CC(C)=CCC[C@@H](C)C1[C@@H](OC2OC(CO)C(O)C(O)C2O)CC2(C)[C@@H]3CC(=O)C4C(C)(C)[C@@H](OC5OC(CO)C(O)C(O)C5O)CC[C@@]45C[C@@]35CC[C@]12C (some centres undefined) | -25 | -3 | -21 | -27 | -40 | -17
C=C1SC(=Nc2ccccc2Cl)N(C(=O)c2sc3ccccc3c2Cl)C1(C)C | -26 | 6 | -18 | -24 | -10 | -20
CCOC(=O)/C(=C(/C)N=Cc1ccccc1[N+](=O)[O-])C(NN=O)c1ccccc1[N+](=O)[O-] (centres undefined) | 18 | 8 | -5 | -10 | 5 | 12
COc1cc(C2C3=C(N=C4SC(C(C)=O)=C(C)N42)c2ccccc2CC3)cc(OC)c1OC (centres undefined) | -18 | 3 | -36 | -22 | -49 | -30
COc1ccc(C)cc1NC(=O)ON=C1CCCCC1 | 90* | 90* | 92* | 92* | 92* | 88*
Cc1ccc(S(=O)(=O)n2cc(/C=C/C#N)c(/C=C/C#N)c2)cc1 | -27 | 3 | -12 | 3 | -18 | -14
COc1ccc(/C=C2\N=C(c3ccc([N+](=O)[O-])cc3)OC2=O)cc1OC | -17 | -16 | 0 | -15 | -3 | -5
O=c1ccn(Cc2ccc([N+](=O)[O-])cc2)c(=O)[nH]1 | 4 | 24 | -14 | -5 | 2 | -17
O=C1NC(=O)c2ccccc2/C1=C/c1ccc2c(c1)OCO2 | -27 | -32 | -3 | -13 | -8 | -17
CC(=O)NC1CCCCC1C1CCCCC1 (centres undefined) | 23 | 15 | 33 | -8 | -4 | 25
O=C(c1ccco1)C1CC(c2c(O)ccc3ccccc23)=NN1 (centres undefined) | 34 | 21 | 39 | 36 | 10 | 36
S=c1[nH]nc(SCc2ccc(Cl)cc2Cl)c2[nH]cnc12 | -6 | -32 | 0 | 11 | 1 | -2
CCCCCS(=O)(=O)CCCCC | 10 | -10 | -3 | 3 | -8 | -5
Oc1ccc(N=Nc2cc(Cl)ccc2Cl)cc1 | 98* | 83* | 98* | 98* | 98* | 98*
C/C(CCC1CCCCC1)=N/Nc1ccc([N+](=O)[O-])cc1[N+](=O)[O-] | 6 | 16 | 7 | 23 | 9 | 24
C[C@H]1CCC/C=C/[C@@H]2C[C@H](OC(=O)CN(C)C)C[C@H]2[C@H](O)/C=C/C(=O)O1 | 8 | -9 | 1 | -7 | -12 | -22
COc1ccc(N/N=C(\CCN(C)C)c2ccccc2)cc1 | 95* | 58 | 49 | 57 | 4 | 81*
CCOC(=O)c1cnc2c(ccc3ncccc32)c1OCC | 12 | 17 | 11 | 8 | -23 | -12
O1[SiH]2[SiH]3O[SiH]3[SiH]3O[SiH]3[SiH]12 (centres undefined) | -27 | -17 | -4 | -8 | -12 | -17
CC(Oc1ccc(OCC2CCCCC2)cc1)C(=O)OCC(=O)c1ccc(-c2ccccc2)cc1 (centres undefined) | -11 | -3 | -8 | -19 | -7 | -10
Fc1ccc(NC(=S)NCCN2CCCC2)cc1 | -4 | 4 | 13 | 8 | 34 | 4
Cc1cc(I)ccc1N | 86* | 62 | 87* | 89* | 88* | 86*
O=C(O)CCC(C(=O)O)N(Cc1ccccc1)Cc1ccccc1 (centres undefined) | 6 | 1 | 8 | -1 | 0 | 11
CC(/C(=N\Nc1ccccc1)c1ccc(O)cc1)C1C(=O)Oc2ccccc21 (centres undefined) | -6 | -7 | -37 | -39 | -25 | -33

The listing continues:
SMILES | mlh1 rad18 | yeast cln2 rad14 | bub3 | sgs1 mgt1 | yeast mec2-1 | rad50
COC(=O)C(Cc1ccccc1)NC(=O)C(CNC(=O)OCc1ccccc1)C(=O)OCc1ccccc1 (centres undefined) | -10&-11 | -4&1 | -20&-4 | -9&-2 | -7&-6 | -13&16
CC1=C(c2ccccc2)C(=O)OC1=O | -10 | -28 | 4 | -5 | 3 | 53
Cc1ccc(NC(=O)CC2Sc3ccccc3NC2=O)c(C)c1 (centres undefined) | -12 | -4 | -20 | 8 | -7 | -8
CN1CCC(C(O)c2ccccc2)CC1 (centres undefined) | 6 | -24 | 4 | -6 | -4 | 4
Cc1ccc(S(=O)(=O)OCC(/C=N/NC(N)=O)OCOC(C)/C=N/NC(N)=O)cc1 (centres undefined) | 19 | 47 | -1 | 2 | 99* | 15
Cc1ccc(C)c(NS(=O)(=O)c2ccc(Cl)cc2)c1 | 99* | 99* | 99* | 99* | 99* | 99*
CCCC(=O)Oc1ccc(-c2ccccc2Br)cc1 | 88* | 89* | 93* | 94* | 82* | 92*
N[C@H]1c2c(Cl)cccc2C(=O)[C@H]1O | -49 | -5 | -2 | -23 | -1 | -4
CC(C)Cn1cnc2c(SCc3ccccc3[N+](=O)[O-])nc(N)nc21 | 85* | 82* | 97* | 56 | 96* | 90*
CC(=O)Nc1ccc(S(=O)(=O)N/N=C/c2ccc(C)cc2)cc1 | -12 | 64 | -39 | 7 | -18 | -3
Cc1ccc(C(C)C)cc1CCO | -6 | 0 | -18 | -14 | 5 | 14
O=C1CCCC1C(=O)OC1CCCC1 (centres undefined) | -11 | 48 | -19 | -19 | -15 | -8
Cc1cccc(C2(C(=O)O)CCCC2)c1 | 35 | 39 | 24 | 16 | -5 | 15
CCOC(OCC)C(=O)NNC(C)C | -14 | -40 | 10 | -2 | -8 | 15
CC1(O)CC(=O)c2c(ccc3c2C(=O)c2cccc(O)c2C3=O)C1 (centres undefined) | -2 | -2 | 0 | 22 | -23 | 9
CCCCCCCCCCCCCCCc1nc2ccccc2s1 | 0 | -18 | 9 | -8 | -2 | -10
O=C1/C(=C/c2cccc3ccccc23)Cc2ccccc21 | 8 | -6 | 18 | -12 | -26 | -7
Cc1ccc2c(c1)[nH]c1ccccc12 | 24 | -14 | 23 | 26 | 14 | 15
CNC(=O)N1N[C@H](c2ccccc2)[C@@H]1c1ccccc1 | -14 | 37 | 47 | 47 | 35 | 31
COc1ccc(N2C(=O)C(=O)N(c3ccccc3[N+](=O)[O-])C2=S)cc1 | 84* | 72* | 78* | 86* | 90* | 86*
CCOC(=O)C1CC(=O)c2c1ccc1ccccc21 (centres undefined) | -17 | -9 | 1 | -5 | -5 | 15
N#CCCNCCNCCC#N | -26 | -68 | -26 | -18 | -2 | -31
CC(=O)N(C(C)=O)N1C(=O)C2C3C=CC(C4CC34)C2C1=O (centres undefined) | 23 | 20 | 3 | 16 | 17 | 30
CC(=O)N/N=C/c1ccc([N+](=O)[O-])o1 | 85* | 35 | 58 | 82* | 43 | 70*
CCOC(=O)/C(=C\c1ccc(N(C)C)cc1)S(=O)(=O)C(F)(F)C(F)(F)C(F)(F)C(F)(F)F | 15 | -10 | 5 | 6 | 10 | 2

Next compounds.
SMILES | mlh1 rad18 | yeast cln2 rad14 | bub3 | sgs1 mgt1 | yeast mec2-1 | rad50
COc1ccc2cccc(C(=O)O)c2c1 | -22 | 3 | -16 | -6 | -10 | 1
C=CCOc1cc(NC(=S)c2sccc2C)ccc1Cl | 82* | 80* | 81* | 85* | 87* | 82*
COC(=O)/C=C/C(N)=O | 0 | -6 | 6 | -4 | 3 | 0
Cc1cc2c(=O)c3ccc(Cl)cc3[nH]c2c(C(=O)O)c1C | 31 | 8 | 7 | 13 | 12 | -14
C[N+]1(CI)CC2CC(C1)C[N+](C)(CI)C2 (centres undefined) | 50 | -6 | -4 | 22 | 22 | 23
c1ccc(NC2(c3nnnn3C3CCCCC3)CCNCC2)cc1 | 27 | -6 | 1 | 8 | -22 | -3
O=C(NN(Cn1c(=S)sc2ccccc21)Cn1c(=S)sc2ccccc21)c1ccccc1O | 76* | 58 | 69 | 89* | 74* | 87*
CCOC(=O)c1c(N)c(=O)n2c3c(cccc13)CC2 | 99* | 99* | 97* | 98* | 98* | 97*
O=C(Oc1ccc2ccccc2c1)c1ccccc1 | 10 | 22 | 3 | 28 | 4 | 28

Ordered by formula weight (largest number first): part of the list above
SMILES | mlh1 rad18 | yeast cln2 rad14 | bub3 | sgs1 mgt1 | yeast mec2-1 | rad50
O=C(NN(Cn1c(=S)sc2ccccc21)Cn1c(=S)sc2ccccc21)c1ccccc1O | 76* | 58 | 69 | 89* | 74* | 87*
CCOC(=O)/C(=C\c1ccc(N(C)C)cc1)S(=O)(=O)C(F)(F)C(F)(F)C(F)(F)C(F)(F)F | 15 | -10 | 5 | 6 | 10 | 2
Cc1cc2c(=O)c3ccc(Cl)cc3[nH]c2c(C(=O)O)c1C | 31 | 8 | 7 | 13 | 12 | -14
CC(=O)N(C(C)=O)N1C(=O)C2C3C=CC(C4CC34)C2C1=O (centres undefined) | 23 | 20 | 3 | 16 | 17 | 30
CCOC(=O)c1c(N)c(=O)n2c3c(cccc13)CC2 | 99* | 99* | 97* | 98* | 98* | 97*
CCOC(=O)C1CC(=O)c2c1ccc1ccccc21 (centres undefined) | -17 | -9 | 1 | -5 | -5 | 15
O=C(Oc1ccc2ccccc2c1)c1ccccc1 | 10 | 22 | 3 | 28 | 4 | 28
COc1ccc2cccc(C(=O)O)c2c1 | -22 | 3 | -16 | -6 | -10 | 1
CC(=O)N/N=C/c1ccc([N+](=O)[O-])o1 | 85* | 35 | 58 | 82* | 43 | 70*
N#CCCNCCNCCC#N | -26 | -68 | -26 | -18 | -2 | -31
COC(=O)/C=C/C(N)=O | 0 | -6 | 6 | -4 | 3 | 0
